Screens (PubChem)
GlmU inhibition: inhibition of mycobacterial GlmU enzyme – biochemical, glucosamine-1-phosphate acetyltransferase (AID 1376) | actives 0.25% (n = 220,000) | M. tuberculosis GlmU acetyltransferase enzyme assay; higher % means a stronger effect | inhibition, %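 (tested at 30 µM in the primary screen)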; hits with a dose series show IC50 in µM; in the data active = inhibition above about 13%;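 note: 0% = complete reaction with vehicle and 100% = reaction without substrate; strong numbers were not always called active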
RmlCD inh 1536: inhibitors of Mycobacterium tuberculosis RmlC and RmlD coupled enzymes | P9WH09+P9WH11 | RmlC+RmlD coupled enzyme assay, percent inhibition; primary screen in compound mixtures | inhibition, % at 3.6 µM | actives 0.03% (n = 160,000) | AID 1533; in the data active = inhibition mostly above about 34%, no sharp cut-off; note: some results filed as inactive read as strong as hits
Target sequence (P9WH09 whole entry, looked up): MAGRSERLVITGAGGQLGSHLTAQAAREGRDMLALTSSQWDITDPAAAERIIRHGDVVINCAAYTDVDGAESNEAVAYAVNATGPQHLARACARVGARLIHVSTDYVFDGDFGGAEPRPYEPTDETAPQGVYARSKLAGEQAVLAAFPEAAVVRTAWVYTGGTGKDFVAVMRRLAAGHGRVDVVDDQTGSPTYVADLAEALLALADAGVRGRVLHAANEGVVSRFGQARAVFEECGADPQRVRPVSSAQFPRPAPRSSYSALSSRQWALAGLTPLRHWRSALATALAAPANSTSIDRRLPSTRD
Target sequence (P9WH11 whole entry, looked up): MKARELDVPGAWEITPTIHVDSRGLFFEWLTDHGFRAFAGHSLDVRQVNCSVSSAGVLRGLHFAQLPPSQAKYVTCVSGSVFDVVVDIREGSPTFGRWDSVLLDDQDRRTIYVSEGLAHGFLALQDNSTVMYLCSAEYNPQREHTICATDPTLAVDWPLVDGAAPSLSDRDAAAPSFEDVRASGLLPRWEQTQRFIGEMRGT
The depositor's hits bear a star; · = no result given. A portion of the library. The share of hits here may be higher or lower than overall.

Values run as follows: GlmU inhibition | RmlCD inh 1536
CCOc1cc(C(=O)CCC(=O)OCC(=O)Nc2ccc(C)c(S(=O)(=O)N(C)C)c2)ccc1O
  1.3% | -5.7
CCN1CCC(=NNC(=O)c2ccco2)CC1
  0.8% | 98.7
CN1C(C(=O)NCc2cccc(C(F)(F)F)c2)CC2Cn3c(nc4cc5ccccc5cc43)C21 (configuration not stated)
  2.2% | ·
O=[N+]([O-])c1cccc(/C=C/c2nc3ccc([N+](=O)[O-])cc3[nH]2)c1
  0.4% | -8.7
c1ccn(-c2ccc(N3CCOCC3)cc2)c1
  · | 38.1
O=S1(=O)c2ccccc2N=NN1Cc1ccc(Cl)c(Cl)c1
  38.7µM* | -10.6
CCc1ccccc1NC(=O)N1C2CCCC1CC(NC(C)=O)C2 (configuration not stated)
  3.8% | -4.1
CCS(=O)(=O)N1CCN(C(=O)c2cccc(OC)c2)CC1
  -1.5% | ·
CC(C(=O)NC1CCCc2ccccc21)N1CCN(c2ccc(F)cc2)CC1 (configuration not stated)
  4.4% | 1.9
CC(=O)c1cccc(N(CC(=O)N2CCCC2)S(C)(=O)=O)c1
  -3.3% | ·
CCOC(=O)N1CCN(C(=O)CN(C2CCCCC2)S(=O)(=O)c2ccc(F)cc2)CC1
  4.5% | ·
COC(=O)CN1C(=S)N(C)C(=O)C1CC(=O)Nc1ccccc1 (configuration not stated)
  5.8% | -8.7
O=C(CN1C(=O)CSC1=O)Nc1ccc(C(=O)O)cc1
  -4.7% | ·
CCOC(=O)N1CCN(C(=O)CSc2ccc(-c3cccc(OC)c3)nn2)CC1
  · | 8.5
O=C(NN1CCOCC1)c1cccc(COc2cccc(Br)c2)c1
  -3.7% | -0.2
Cc1ccc(NC(=O)O/N=C/c2cccc([N+](=O)[O-])c2)cc1
  -0.1% | 9.6
CC(C)(C)NCc1cc(Br)ccc1OC1CCCC1
  -0.4% | ·
O=C(Nc1ccc2[nH]ccc2c1)c1ccc(F)cc1
  3.9% | 10.6
Cc1ccc(OCC(=O)NNC(=O)C(C)Sc2ncnc3sc(C)c(C)c23)cc1 (configuration not stated)
  -5.5% | -4.9
Cc1onc(-c2c(F)cccc2Cl)c1C(=O)Nc1nc2ccccc2[nH]1
  -0.3% | 8.0
CNC(C(=O)c1ccccc1)C(OC)c1ccc(C)cc1 (configuration not stated)
  2.8% | ·
Cc1[nH]n(-c2cccc(Cl)c2)c(=O)c1/C=N/n1c(C)nc2ccccc2c1=O
  6.7% | 8.2
CCN1C(=O)N/C(=C/c2ccc(Sc3ccc(C)cc3)o2)C1=O
  0.5% | 5.2
Cc1ccnc(NC(=O)CSc2nnc3c(n2)[nH]c2ccccc23)c1
  7.2% | -9.7
Cn1c(=O)c2c(nc(N3CCCCCC3)n2CC(O)COc2ccccc2)n(C)c1=O (configuration not stated)
  1.7% | 4.1
COc1cc(C(=S)N2CCN(C)CC2)ccc1OCC(=O)NCc1ccccc1
  0.2% | -2.9
CN1CCN(C(=O)c2ccc(C3SCC(=O)N3Cc3ccco3)cc2)CC1 (configuration not stated)
  -1.8% | ·
CS(=O)(=O)Nc1ccc(C2=NN(S(C)(=O)=O)C(c3ccccc3)C2)cc1 (configuration not stated)
  8.4% | 6.5
O=C(COc1ccccc1)NCCc1cn2ccsc2n1
  6.7% | ·
COC(=O)c1cn(Cc2ccccn2)c(=O)c2ccccc12
  3.4% | -3.2
Cc1[nH]ccc(=O)c1OCc1c(Cl)cccc1Cl
  -3.6% | ·
COc1ccc2c(c1)C1C=CCC1C(c1cc3c(cc1Br)OCO3)N2 (configuration not stated)
  6.2% | 7.4
Cc1cc(-c2ccccc2)nc(N/N=C/c2ccco2)n1
  -0.4% | -5.2
C=CCN1C=CC(=CC=C(C#N)C#N)C=C1
  -0.4% | -6.7
O=C(Nc1ccc2c(c1)OCO2)Nc1ccc2c(c1)OCO2
  -2.6% | 4.5
CC(=O)Nc1ccccc1-c1nc2ccccc2nc1OCC(=O)c1ccc(Cl)cc1
  -0.9% | -11.1
CC(=O)Nc1ccc(OCC(=O)NC(C)C(C)C)cc1 (configuration not stated)
  -0.1% | -5.7
COc1ccc(NC(=O)CN2CCN(S(=O)(=O)c3ccc(Cl)cc3)CC2)cc1
  -3.6% | -8.0
N#CCCN(Cc1cccnc1)C(=O)c1sc2cc(F)ccc2c1Cl
  -1.7% | -3.0
COc1ccccc1CNC(=O)CNCC1CCCO1 (configuration not stated)
  -2.5% | 16.0
O=C(CCc1nnc(C2CCCCC2)o1)NCc1ccc(F)c(F)c1
  1.5% | 3.2
CCO[C@@H]1OC(C(=O)NC2CC2)=C[C@H](c2ccccc2)[C@H]1CCCO
  -1.0% | ·
C=CCc1c(C)nc(SCc2nc3ccccc3c(=O)[nH]2)[nH]c1=O
  0.6% | 108.3
CCC(=O)Nc1ccccc1N1CCN(S(C)(=O)=O)CC1
  5.8% | 2.8
Cc1nc2ccccn2c1C(=O)N/N=C/c1cc(C)n(-c2ccc(Br)cc2)c1C
  -5.5% | ·
CCOC(=O)c1c(N)c2cc([N+](=O)[O-])ccc2n1C
  1.1% | ·
CC(C)(C)C(=O)N1CCC(O)(CS(=O)(=O)Cc2ccc(Cl)cc2)CC1
  4.3% | 7.8
CSCCC(NC(=O)C1CCC(C)CC1)C(=O)O (configuration not stated)
  -0.6% | 11.1
CCOc1cc(/C=N/NC(=O)c2ccc(CSc3nncn3C)cc2)ccc1OCC(=O)N1CCOCC1
  2.5% | 5.7
C=CCn1c(C)cc(C(=O)COC(=O)c2ccc(N)c([N+](=O)[O-])c2)c1C
  4.7% | -9.1

Later entries.
Values run as follows: GlmU inhibition | RmlCD inh 1536
CC(C)(C)N(C=C(Cl)Cl)C(=O)NC1CCCCC1
  8.5% | ·
C=C(C)CNC(=S)N/N=C/C1=CCC2CC1C2(C)C (configuration not stated)
  2.7% | -4.0
CNC(=O)C1CC(=O)N(CCCc2ccccc2)C(=Nc2ccccc2)S1 (configuration not stated)
  3.2% | -2.7
C=CCC(NCc1ccco1)c1ccc(OC)c(OC)c1 (configuration not stated)
  0.4% | -8.6
O=C(c1ccccc1-c1nc2ccccc2[nH]1)N1CCCCC1
  3.6% | ·
COc1ccc(C[C@H]2CN3C(=NC[C@@H]3Cc3ccc(O)cc3)N2C[C@H](C)NC(=O)c2ccc(C)c(Br)c2)cc1
  -14.9% | ·
COc1ccc2[nH]c3c(c2c1)CCNC3C1CC=C(C)CC1 (configuration not stated)
  -1.0% | 6.5
COc1ccc(OC)c(C(c2nnnn2Cc2ccccc2)N2CCC(C(N)=O)CC2)c1 (configuration not stated)
  6.8% | ·
CCC(=O)c1cc2c(C)cc(=O)oc2c(C)c1OC(C)=O
  2.5% | -6.5
O=C(COc1ccc2c(-c3ccccc3)cc(=O)oc2c1)NCc1cccs1
  1.1% | -0.6

Entries of single compounds, looked up by structure. Values in the order: GlmU inhibition	RmlCD inh 1536
O=C(COc1ccc2c(-c3ccccc3)cc(=O)oc2c1)NCc1cccs1 is entered as 1.1%	-0.6
CNC(=O)C1CC(=O)N(CCCc2ccccc2)C(=Nc2ccccc2)S1 (configuration not stated) is entered as 3.2%	-2.7
C=CCC(NCc1ccco1)c1ccc(OC)c(OC)c1 (configuration not stated) is entered as 0.4%	-8.6
O=C(c1ccccc1-c1nc2ccccc2[nH]1)N1CCCCC1 is entered as 3.6%	·

Further records follow:
Values run as follows: GlmU inhibition | RmlCD inh 1536
CC(C)Cn1c(-c2ccc(Br)o2)n[nH]c1=S
  7.7% | 1.6
CCN1Cc2c(/C=C/c3ccccc3)nc3ccc(OC)cc3c2N(c2cccc(Cl)c2)C1
  -4.6% | -3.8
CNC(=O)COc1ccc(C=O)cc1OC
  3.4% | -8.6
CCOC(=O)/C(C#N)=C\C1=C(N2CCOCC2)CC(C)(C)OC1
  -1.0% | 3.4
Cc1ccc(SCC(=O)NC(=O)NCc2ccco2)c(C)c1
  2.8% | 1.7
Cc1cc(C)cc(N(CC(=O)N2CCN(Cc3ccccc3)CC2)S(=O)(=O)c2c(C)noc2C)c1
  -2.6% | 7.6
CCOC(=O)c1ccccc1NC(=O)CN1CCC(n2nnc3cc(C(F)(F)F)ccc32)CC1
  0.9% | ·
CCCCC(=O)Nc1ccc(Br)cc1C(=O)O
  -2.5% | -6.5
COc1cccc(-n2nnnc2SCC(=O)Nc2ccc3c(c2)OCCO3)c1
  · | 8.2
CN(C1=NC(=O)CS1)c1ccc(O)cc1
  -0.9% | -3.2
COCCNC(=O)c1ccc(CN2CCc3ccccc3C2)cc1
  1.1% | -11.2
C/C(=N\NC(=O)c1cc2ccccc2cc1O)c1ccc2c(c1)OCO2
  · | 3.4
Nc1c2c(nc3ccccc13)CCC2
  -0.9% | -2.0
CCOc1ccc(C(=O)Nc2cccc(-c3nc4ccccc4[nH]3)c2C)cc1[N+](=O)[O-]
  0.4% | ·
O=C(COC(=O)CCc1ccccc1)Nc1ncc(Cl)cc1Cl
  4.4% | -2.3
CCOC(=O)c1nnsc1NC(C)=O
  1.1% | 7.9
COc1ccc(NC(=O)c2sc3nc(C)nc(N4CCOCC4)c3c2C)c(OC)c1
  -3.7% | -5.8
Cc1sc2ncn(CC(=O)NCCCC(=O)N3CCN(c4ccccn4)CC3)c(=O)c2c1C
  -1.3% | 9.6
CC(=O)Nc1cccc(-c2nnc3n2CC(C)S3)c1 (configuration not stated)
  -1.0% | ·
O=C(CC(c1ccccc1)c1ccccc1)Nc1ncn[nH]1
  1.8% | ·

Retrieved by compound from the list above:
Values run as follows: GlmU inhibition | RmlCD inh 1536
CC(C)(C)NCc1cc(Br)ccc1OC1CCCC1
  -0.4% | ·
O=C(Nc1ccc2[nH]ccc2c1)c1ccc(F)cc1
  3.9% | 10.6

Other compounds.
Values run as follows: GlmU inhibition | RmlCD inh 1536
CCCCCCCCS(=O)C1CS(=O)(=O)CC1O (configuration not stated)
  -3.5% | ·
OC(c1cccc(OCc2ccccc2)c1)c1nnc(-c2ccccc2)o1 (configuration not stated)
  -2.4% | ·
COc1cccc(N(C(=O)Cn2nnc(-c3ccc(Cl)cc3)n2)C(C(=O)NCC2CCCO2)c2ccc(C)cc2)c1 (configuration not stated)
  -8.0% | 68.2
CCn1cc(C(=O)N2CCCC2)c(=O)c2cc(S(=O)(=O)N3CCOCC3)ccc21
  -3.1% | -4.4
Cc1ccc(C(=O)c2sc3c(c2N)c(=O)[nH]c(=O)n3CCc2ccccc2)cc1
  5.4% | 4.4
CCCCCC(=O)NN1C(=S)N(c2ccc(OC)cc2)C(=O)C1CC(=O)Nc1ccccc1 (configuration not stated)
  2.3% | ·
C1CC2NCCC3NCCC(N1)N32 (configuration not stated)
  -1.0% | 10.5
CC1CCCC(NC(=O)CN(C)S(=O)(=O)c2cnc[nH]2)C1C (configuration not stated)
  1.5% | -0.5
COc1ccc(OC)c(NC(=O)C2C3C=CC(C3)C2C(=O)NCc2cccnc2)c1 (configuration not stated)
  -0.9% | 5.9
COc1ccc(C(=O)C2CCCN(C(=O)Cn3nc(C)cc3C)C2)cc1F (configuration not stated)
  7.0% | -13.2
CC(C)c1ccccc1-n1c(SCC(=O)N2CCc3ccccc3C2)nc2ccccc2c1=O
  -0.2% | -8.0
CC(C)COC(=S)Nc1ccccc1
  -2.6% | 17.4
Clc1ccc(-n2cccc2)cn1
  -9.5% | 8.4
COc1cc(NC(=O)c2ccc(Cl)cc2)c(OC)cc1Cl
  -0.8% | -1.1
Cc1cccc(NC(=O)c2cc(NC(=O)c3ccco3)ccc2Cl)n1
  0.8% | ·
Cc1nnc(NC(=O)CSc2nnc(Cc3ccccc3)n2-c2ccccc2)s1
  6.1% | 11.3
Cc1cccc[n+]1CC(=O)/C=C1\N(C)c2ccccc2C1(C)C
  3.6% | 7.2
CC1=NN(c2ccc(N)cc2)C(=O)C1
  5.5% | ·
CCOC(=O)C1=C(C)Nc2ccccc2N=C1NC(=O)Cc1ccc(Br)cc1
  -6.0% | 3.7
COc1ccc(CCC(=O)Nc2c(C)n(C)n(-c3ccccc3)c2=O)cc1
  -3.7% | -8.8
CCc1ccc(-c2nc(CS(=O)CC(=O)O)c(C)o2)cc1 (configuration not stated)
  -1.3% | ·
CCN1CCN(S(=O)(=O)c2ccc(S(=O)(=O)N(CC)Cc3ccccc3)cc2)CC1
  -6.8% | 8.9
CC1(C)Cc2c(sc3nc(C4CC4)n(N)c(=O)c23)CO1
  2.4% | 15.6
CCN(CC)S(=O)(=O)c1cc(C(=O)Nc2cccnc2Cl)ccc1Cl
  -0.9% | 7.8
COCc1c(C(=O)OC/C(O)=C(\C#N)c2nc3ccccc3[nH]2)oc2ccccc12
  2.5% | 6.7
CCCCSc1nc(C(=O)O)cc(=O)[nH]1
  0.7% | -14.1
Cc1nc(COC(=O)c2c(C)nn(-c3ccccc3)c2C)cs1
  -3.9% | -5.0
CCCCN(CC)CCCNC(=S)Nc1ccc2nc3n(c(=O)c2c1)CCCCC3
  -2.7% | ·
S=c1[nH]nc(C2CC2)n1Cc1ccccc1
  -8.8% | 5.5
COc1cc(NC(=O)/C=C/c2ccccc2[N+](=O)[O-])cc(OC)c1
  -0.1% | 2.7
CCN(CC)Cc1cc2[nH]c3c4ccc(Cl)cc4ncc3c2cc1OC
  -10.1% | ·
